Screening data (PubChem)
GSK3 alpha inh = inhibitors of human GSK-3 alpha kinase. ADP-Glo luminescence, 60 min. inhibition, % at 10 µM. 320,000 compounds, 0.1% hits. AID 2650;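 in the data active = inhibition above about 50%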;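 also: GST-tagged GSK-3 alpha with peptide substrate and 25 µM ATP; 0% = DMSO neutral wells and 100% = GW8510 positive control wells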
RGS4 inh = inhibitors of human RGS4; 310,000 compounds, 0.45% hits; HEK293 M3R/RGS4 inducible, Fluo-4 calcium flux; hits give high values; triggered by carbachol at its EC20; AID 463165; P49798; B-score at 10 µM;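 active = B-score, a plate-corrected calcium signal, over three deviations above library mean, with baseline fluorescence within five deviations of library mean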;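 also: RGS4 expression induced by doxycycline in cells with stable M3 receptor; B-score is computed from the integrated fluorescence ratio over baseline after carbachol; higher B-score means a larger calcium signal and so more RGS4 inhibition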
DYRK1A inh = inhibitors of rat Dyrk1A kinase | 310,000 compounds, 0.43% hits | inhibition, % at 12.5 µM | Q63470 | ADP-Glo luminescence, NFATc1 peptide | AID 504441; in the data active = inhibition above about 50%;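 also: plate controls were vehicle with enzyme for no effect and no enzyme for full effect; many of its hits are not listed in these tables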
KCNQ1 inh = blocks the human KCNQ1 potassium channel; P51787; CHO-K1 KCNQ1, FluxOR thallium flux fluorescence; hits give high values; B-score at 10 µM; 310,000 compounds, 1.3% hits; AID 2642;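 active = compounds whose thallium flux B-score, printed positive for inhibition, exceeds three library SD while starting fluorescence stays within three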;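 also: channel opened by potassium depolarization with thallium stimulus after 20 min compound exposure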
Target sequence (P51787 whole entry, looked up): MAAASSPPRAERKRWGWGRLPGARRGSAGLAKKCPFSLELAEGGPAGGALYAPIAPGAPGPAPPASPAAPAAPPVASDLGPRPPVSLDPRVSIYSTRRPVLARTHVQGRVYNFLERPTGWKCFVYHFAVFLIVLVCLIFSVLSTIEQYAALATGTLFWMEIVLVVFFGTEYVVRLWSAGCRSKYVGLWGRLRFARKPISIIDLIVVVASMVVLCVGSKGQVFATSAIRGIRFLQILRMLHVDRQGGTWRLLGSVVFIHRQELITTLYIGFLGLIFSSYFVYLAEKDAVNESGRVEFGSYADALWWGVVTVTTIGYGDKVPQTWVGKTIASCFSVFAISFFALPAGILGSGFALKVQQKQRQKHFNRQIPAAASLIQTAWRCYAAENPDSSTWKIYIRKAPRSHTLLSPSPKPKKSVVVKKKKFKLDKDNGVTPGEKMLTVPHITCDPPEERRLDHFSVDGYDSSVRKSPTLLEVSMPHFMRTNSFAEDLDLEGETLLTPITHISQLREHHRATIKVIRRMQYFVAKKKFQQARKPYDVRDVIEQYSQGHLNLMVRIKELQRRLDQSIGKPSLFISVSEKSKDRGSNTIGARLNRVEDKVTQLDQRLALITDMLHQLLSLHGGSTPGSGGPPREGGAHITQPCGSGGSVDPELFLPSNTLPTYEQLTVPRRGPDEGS
hERG protect = shields human hERG channel from block by proarrhythmic agents. Q12809. CHO-hERG, FluxOR thallium flux, dofetilide IC70 present. activation (rescue from dofetilide block), less the hit threshold, % at 10 µM. 310,000 compounds, 0.51% hits;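 active = activation above the mean of controls blocked by dofetilide plus 5 SD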;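 also: thallium influx through hERG after potassium depolarization seen as dye fluorescence rise; in these data hits start at about 4.7%; inactives centre near -7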
KCNK9 block = inhibitors of human KCNK9 two-pore domain potassium channel; Q9NPC2; HEK293 KCNK9, FluxOR thallium flux fluorescence; hits give low values; B-score at 10 µM; 310,000 compounds, 1.2% hits; AID 488922;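 active = ratio B-score over 3 SD below the library mean, with starting fluorescence within 5 SD of its mean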;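 also: negative B-score means less thallium flux so channel inhibition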
KCNK3 block = human KCNK3 channel inhibition, primary screen; O14649; CHO-KCNK3 thallium flux, FluxOR fluorescence; hits give low values; B-score at 10 µM; 340,000 compounds, 0.84% hits; AID 602410;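 active = B-score under library mean minus 4 SD, starting fluorescence ratio at most library mean plus 5 SD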;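 also: more negative B-score means stronger inhibition of thallium flux through KCNK3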
PolyA inhibitor = yeast polyadenylation inhibition. 300,000 compounds, 0.02% hits. calls only at 12 µM. AID 1875. S. cerevisiae SKY197-pL101 polyadenylation reporter, beta-gal luminescence; efflux-impaired pdr1/pdr3 knockout yeast; score 100 = 6 SD above DMSO;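 active = lowest replicate activity score at least 50, where 100 means six control SD above control mean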;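 also: yeast exposed to compound for 9 h at 30 °C; higher score means more reporter readthrough which indicates perturbed polyadenylation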
GSK3beta inhib = blocks human GSK3beta kinase activity; GST-GSK3beta kinase, ADP-Glo luminescence, 60 min; hits give low values; activity score (negative = inhibition), % at 10 µM; 300,000 compounds, 0.038% hits;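 active = more than half of replicate wells score below -50%, meaning over 50% inhibition versus plate controls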;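 also: 0% = median DMSO wells and -100% = median GW8510 positive control wells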
Target sequence (P49841 whole entry, looked up): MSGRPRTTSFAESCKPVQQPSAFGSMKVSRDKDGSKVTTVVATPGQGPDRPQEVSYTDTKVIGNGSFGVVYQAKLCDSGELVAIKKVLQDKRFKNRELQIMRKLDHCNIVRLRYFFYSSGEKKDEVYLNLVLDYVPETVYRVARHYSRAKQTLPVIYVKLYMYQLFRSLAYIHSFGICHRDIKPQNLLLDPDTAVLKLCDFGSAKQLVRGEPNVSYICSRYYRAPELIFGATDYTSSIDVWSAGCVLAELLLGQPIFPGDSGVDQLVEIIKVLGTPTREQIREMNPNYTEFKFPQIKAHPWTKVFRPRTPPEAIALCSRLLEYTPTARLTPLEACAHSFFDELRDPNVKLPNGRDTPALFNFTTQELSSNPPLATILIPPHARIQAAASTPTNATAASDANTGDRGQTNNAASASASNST
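Test system: GST-tagged human GSK3beta kinase, cell-free; evaluation: activity score scaled between in-plate DMSO and GW8510 controls; measured by: ADP-Glo luminescence; incubation: 60 min reaction, RT; benchmarks: DMSO and 20 µM GW8510; reagent: peptide substrate plus 25 µM ATP (final); medium: Tris/MgCl2 kinase buffer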
RGS4 act = RGS4 potentiation or activation; B-score at 10 µM; 310,000 compounds, 0.92% hits; HEK293 M3R/inducible RGS4, carbachol calcium flux Fluo4; hits give low values;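 active = B-score of the integrated calcium signal more than 4 SD below the library mean, with starting fluorescence not abnormally high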;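 also: negative B-score means reduced calcium response which marks RGS4 activation or potentiation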
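Also added: carbachol at ECmax as muscarinic agonist stimulus; Assay system: HEK293 cells with stable M3R and inducible RGS4; Timing: overnight RGS4 induction, 30 min dye load 37 °C, 20 min compound RT; Measured by: Fluo4-AM (2 µM) calcium-flux fluorescence, kinetic read.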
KCNQ1 act = potentiators or activators of human KCNQ1 potassium channel; 310,000 compounds, 0.35% hits; P51787; CHO-K1 KCNQ1, thallium flux FluxOR fluorescence; hits give high values; B-score at 10 µM;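 active = fluorescence ratio B-score, a plate-corrected score, at least three library SD, with initial intensity B-score within 5 SD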
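System: CHO-K1 cells stably expressing KCNQ1 / Medium: assay buffer for compound exposure, DMSO matched across wells / Reagent: thallium- and potassium-containing depolarizing buffer / Compound: one concentration, matched DMSO / Incubation: 20 min compound pretreatment at room temperature / Measured by: kinetic FluxOR fluorescence, 10 s baseline plus 110 s post-stimulus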
Numbers without * were called inactive; i = inactive; · = not tested or not shown. The list is partial; rates above refer to the full screens.

SMILES | GSK3 alpha inh | RGS4 inh | DYRK1A inh | KCNQ1 inh | hERG protect | KCNK9 block | KCNK3 block | PolyA inhibitor | GSK3beta inhib | RGS4 act | KCNQ1 act
COc1cccc(C(c2sc3ncnn3c2O)N2CC(C)OC(C)C2)c1 (stereo not drawn) | -2.0 | i | -1.3 | i | -7.2 | i | i | i | -1.1 | i | i
CC1(C(=O)OCC(=O)Nc2ccc(C(N)=O)cc2)CC1(Cl)Cl (stereo not drawn) | -10.3 | i | · | i | -10.3 | i | i | i | 1.2 | i | i
COc1ncnc2c1sc1nc(-c3ccccc3)c3c(c12)CCCC3 | 5.6 | i | -1.7 | 10* | -12.7 | i | i | i | 3.6 | i | i
Cc1ccc(O)c(CCc2ccccc2)n1 | · | i | 0.4 | i | -4.3 | i | i | i | 2.6 | i | i
CCn1c(=O)c2c3c(sc2n(C)c1=O)CCC3 | 0.9 | i | -4.3 | i | -10.8 | i | i | i | 1.0 | i | i
COc1ccc2[nH]c(C(=O)N(C)c3ccc(F)cc3F)cc2c1 | -1.5 | i | 11.8 | i | -7.3 | i | i | i | 1.9 | i | i
CC1CCCCN1CCCNC(=O)C1CCN(c2nc3ccccc3o2)CC1 (stereo not drawn) | -1.8 | i | -1.0 | i | -1.3 | i | i | i | -0.1 | i | i
S=c1[nH]nc(-c2ccc(Cl)cc2)n1-c1ccc(Cl)cc1 | 1.6 | i | -1.4 | i | -6.1 | i | i | i | 2.4 | i | i
CN(C)S(=O)(=O)NCCNc1ccc(C(F)(F)F)cc1[N+](=O)[O-] | 1.6 | i | -2.4 | i | -6.3 | i | i | i | 2.2 | i | i
COc1ccc2[nH]c(=O)c(CN(CC3CCCO3)C(=O)Nc3ccccc3)cc2c1 (stereo not drawn) | -2.4 | i | -0.2 | i | -15.5 | i | i | i | 4.1 | i | i
CCOC(=O)c1[nH]ncc1CN1CCCC(C(=O)c2cccc3ccccc23)C1 (stereo not drawn) | 1.4 | i | -0.2 | i | -13.5 | i | i | i | -2.7 | i | i
O=C(Nc1ccc(F)c(Cl)c1)N1CCCC1 | 0.8 | i | 2.1 | i | -20.8 | i | i | i | -0.6 | i | i
Cc1ccc(S(=O)(=O)NCCC(=O)NCC(=O)Nc2c(C)cccc2C)cc1C | -1.8 | i | 2.0 | i | -9.1 | i | i | i | 2.1 | i | i
O=C(CSc1nc2ccccc2c(=O)n1Cc1ccco1)NCc1ccco1 | -1.2 | i | -4.2 | i | -6.1 | i | i | i | 0.8 | i | i
CCCOc1ccc(/C=C/C(=O)N2CCOCC2)cc1 | 0.4 | i | -4.5 | i | -5.5 | i | i | i | 0.4 | i | i
O=C(NCc1ccco1)c1ccc(=O)[nH]n1 | 9.2 | i | 1.5 | i | -3.6 | i | i | i | 2.3 | i | i
O=C(NCCCN1CCOCC1)C(=O)N/N=C/c1c(Cl)cccc1Cl | -2.9 | i | -1.7 | i | -11.9 | i | i | i | -0.7 | i | i
CCN(CC)S(=O)(=O)c1ccc(N2CCCC2)c(NC(=O)Cc2ccccc2)c1 | 0.3 | i | 8.9 | i | -13.6 | i | i | i | -0.5 | i | i
CCN(CC)S(=O)(=O)c1ccc(C(=O)NC(=S)N(CCC#N)Cc2cccnc2)cc1 | -2.9 | i | · | i | -4.9 | i | i | i | 3.4 | i | i
CC(C)(C)c1nc2sc3c(c2c(=O)o1)CCCC3 | -2.2 | i | · | i | -3.9 | i | i | i | 2.5 | i | i
CCC(C)(C)NC(=O)C(c1ccc(C)cc1)N(Cc1ccco1)C(=O)CCC(=O)Nc1nccs1 (stereo not drawn) | -1.6 | i | 2.2 | i | -3.3 | i | i | i | -6.4 | i | i
CC(C)(C)C(=O)/C=C(\N)c1ccccn1 | -1.3 | i | 0.2 | i | -8.9 | i | i | i | 0.9 | i | i
COc1cccc(OCc2nnc(SCC(=O)NNC(=O)C3CCCCC3)n2C)c1 | -0.9 | i | -3.9 | i | -7.9 | i | i | i | -3.0 | i | i
O=C(Nc1ncccc1O)c1cc2ccccc2o1 | 2.3 | i | 5.5 | i | -9.8 | i | i | i | -1.4 | i | i
CC(C)(C)NS(=O)(=O)c1cc(C(=O)Nc2sccc2C#N)ccc1Cl | -4.3 | i | 1.1 | i | -10.3 | i | i | i | 3.4 | i | i
Cc1cnc(C)c(N2CCC(C(=O)NCc3cccs3)CC2)n1 | -3.8 | i | 5.0 | i | -4.1 | i | i | i | 0.5 | i | i
COCCn1c(C)cc(C(=O)CSc2ccc(NC(C)=O)cc2)c1C | 1.4 | i | 3.3 | i | -17.6 | i | i | i | 2.5 | i | i
CCOC(=O)N1CCN(CC(=O)Nc2c(C(=O)OC)[nH]c3ccccc23)CC1 | 6.0 | i | -1.9 | i | 0.3 | i | i | i | 0.2 | i | i
CCOc1ccc(/C(O)=C2/C(=O)C(=O)N(CCOCCO)C2c2ccccc2)cc1 (stereo not drawn) | -0.5 | i | 0.5 | i | -8.0 | i | i | i | -2.2 | i | i
Cc1nn(C)c(Oc2ccccc2)c1CCNS(=O)(=O)c1ccccc1 | -0.3 | i | -5.8 | i | -1.4 | i | i | i | -0.4 | i | i
CCC(OC(=O)CN1C(=O)C(=O)c2ccccc21)C(=O)Nc1ccc(S(N)(=O)=O)cc1 (stereo not drawn) | -2.7 | i | 4.7 | i | -10.5 | i | i | i | -0.1 | i | i
Cc1ccc(NC(=O)C2CCN(S(=O)(=O)c3ccc4c(c3)OCCO4)CC2)nc1 | -2.7 | i | 6.4 | i | -11.6 | i | i | i | 0.2 | i | i
Cc1nc2ncnn2c(N2CCN(C(=O)Cc3cccs3)CC2)c1C | · | i | 6.4 | i | -12.4 | i | i | i | 6.0 | i | i
CCOc1cc(/C=N/O)cc(Br)c1OCC(=O)NCc1ccccc1 | -0.8 | i | 3.8 | i | -3.3 | i | i | i | -2.9 | i | i
CCCc1cc(=O)oc2c(C)c(OCC(=O)N3CCC(C(=O)O)(c4ccccc4)CC3)ccc12 | -1.4 | i | 12.8 | i | -2.7 | i | i | i | 2.9 | i | i
OCc1cccc[n+]1CCc1ccccc1 | -2.2 | i | · | i | -6.9 | i | i | i | -4.3 | i | i
O=[N+]([O-])c1cccc2ccc(/C=C/c3ccc(F)cc3)nc12 | 7.7 | i | -2.9 | i | -9.3 | -13.4* | i | i | 1.0 | i | i
COc1ccccc1Cn1c(-c2ccccc2OC)nc2ccccc21 | -3.0 | i | 5.7 | i | -13.7 | -11.3* | -9.12* | i | -2.5 | i | i
Cn1cccc1/C=N/NC(=O)C12CC3CC(CC(C3)C1)C2 | -0.5 | i | -0.6 | i | -4.0 | i | i | i | 0.8 | i | i
CCCCn1c(=O)nc2n(-c3ccc(Cl)cc3)c3ccccc3cc-2c1=O | · | i | 6.2 | i | -3.0 | i | i | i | -1.5 | i | i
CCOC(Cn1c(-c2ccc(OC)cc2)nc2ccccc21)OCC | -0.5 | i | -1.5 | i | -11.0 | i | i | i | -0.5 | i | i
CC1CCCC(C)N1c1nnc(NC(=O)c2cc(-c3ccc(Br)cc3)on2)s1 (stereo not drawn) | 1.4 | i | -2.2 | i | -21.8 | i | i | i | 1.5 | i | i
Cn1c(=O)c(S(=O)C2CCCCC2)c(O)c2ccccc21 (stereo not drawn) | -2.0 | i | 0.3 | i | -14.0 | i | i | i | -7.1 | i | i
Cc1cc(C)c(C#N)c(SCc2ccc(F)cc2)n1 | -2.1 | i | -3.2 | i | -5.3 | i | i | i | 1.5 | i | i
COc1ccccc1N1CCN(C(=O)c2ccc(Cl)c(S(=O)(=O)N3CCCC3)c2)CC1 | -1.7 | i | 0.5 | i | -15.7 | i | i | i | -1.1 | i | i

Exported with each value named: four of the compounds above.
> Cn1cccc1/C=N/NC(=O)C12CC3CC(CC(C3)C1)C2
  GSK3 alpha inh: -0.5
  RGS4 inh: i
  DYRK1A inh: -0.6
  KCNQ1 inh: i
  hERG protect: -4.0
  KCNK9 block: i
  KCNK3 block: i
  PolyA inhibitor: i
  GSK3beta inhib: 0.8
  RGS4 act: i
  KCNQ1 act: i
> CCCCn1c(=O)nc2n(-c3ccc(Cl)cc3)c3ccccc3cc-2c1=O
  GSK3 alpha inh: ·
  RGS4 inh: i
  DYRK1A inh: 6.2
  KCNQ1 inh: i
  hERG protect: -3.0
  KCNK9 block: i
  KCNK3 block: i
  PolyA inhibitor: i
  GSK3beta inhib: -1.5
  RGS4 act: i
  KCNQ1 act: i
> CCOC(Cn1c(-c2ccc(OC)cc2)nc2ccccc21)OCC
  GSK3 alpha inh: -0.5
  RGS4 inh: i
  DYRK1A inh: -1.5
  KCNQ1 inh: i
  hERG protect: -11.0
  KCNK9 block: i
  KCNK3 block: i
  PolyA inhibitor: i
  GSK3beta inhib: -0.5
  RGS4 act: i
  KCNQ1 act: i
> CC1CCCC(C)N1c1nnc(NC(=O)c2cc(-c3ccc(Br)cc3)on2)s1 (stereo not drawn)
  GSK3 alpha inh: 1.4
  RGS4 inh: i
  DYRK1A inh: -2.2
  KCNQ1 inh: i
  hERG protect: -21.8
  KCNK9 block: i
  KCNK3 block: i
  PolyA inhibitor: i
  GSK3beta inhib: 1.5
  RGS4 act: i
  KCNQ1 act: i

Continuation:
SMILES | GSK3 alpha inh | RGS4 inh | DYRK1A inh | KCNQ1 inh | hERG protect | KCNK9 block | KCNK3 block | PolyA inhibitor | GSK3beta inhib | RGS4 act | KCNQ1 act
Cc1cc(NC(=O)c2cc(C)on2)n(-c2ccccc2)n1 | -1.4 | i | 1.2 | i | -8.0 | i | i | i | -0.3 | i | i
O=C(O)c1ccc(N/N=C2/CCCc3ccccc32)cc1 | -3.4 | i | 14.4 | i | -5.8 | i | i | i | 5.4 | i | i
O=C(CN(Cc1ccc(Cl)cc1)C(=O)c1csnn1)NCc1ccccc1 | -1.9 | i | 2.5 | i | -8.9 | i | i | i | 0.8 | i | i
Nc1cc(C(=O)OCC(=O)N2CCCC2=O)ccc1Cl | -0.5 | i | 2.5 | i | -17.5 | i | i | i | 0.8 | i | i
Cc1cc(C)n(CC2CC(=O)N(c3ccc(Cl)cc3)C2=O)n1 (stereo not drawn) | -0.4 | i | -2.9 | i | -3.8 | i | i | i | 1.8 | i | i
O=[N+]([O-])c1ccc(N(c2ccccc2)c2ccccc2)cc1 | 0.1 | i | -6.5 | 9* | -25.5 | i | i | i | -4.8 | i | i
